Screening results as filed in PubChem BioAssay.
D2 ag – activates the human D2 dopamine receptor; P14416; HEK293 T-REx D2 cells, calcium flux agonist mode; activation, % at 2 µM; 0.53% of 340,000 active;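 active means activation over 3 SD above normal in the single-dose calcium agonist read, cut at about 30% in these data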; further: 0% is about no effect
Target sequence (P14416 whole entry, looked up): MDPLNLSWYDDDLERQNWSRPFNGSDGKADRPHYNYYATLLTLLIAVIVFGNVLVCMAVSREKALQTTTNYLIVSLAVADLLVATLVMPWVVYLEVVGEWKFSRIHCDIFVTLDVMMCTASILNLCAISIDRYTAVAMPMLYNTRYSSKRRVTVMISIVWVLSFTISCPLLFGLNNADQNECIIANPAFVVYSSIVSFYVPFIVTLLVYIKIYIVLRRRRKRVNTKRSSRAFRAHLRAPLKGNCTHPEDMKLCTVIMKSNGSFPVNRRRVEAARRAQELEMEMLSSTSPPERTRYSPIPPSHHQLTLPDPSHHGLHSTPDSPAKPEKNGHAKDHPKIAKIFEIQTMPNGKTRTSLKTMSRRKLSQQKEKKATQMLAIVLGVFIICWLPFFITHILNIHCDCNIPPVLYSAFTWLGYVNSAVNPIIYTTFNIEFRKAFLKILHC
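Agonism scored from kinetic calcium signal (1 read/sec, 180 s) following compound pin transfer, after a 10 s baseline. Cells: HEK293 Trex line expressing inducible D2 receptor coupled to calcium, dye-loaded after overnight culture at 30 C.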
RXFP1 antag – antagonists of human relaxin receptor RXFP1 | Q9HBX9 | HEK293-RXFP1, relaxin-stimulated cAMP HTRF, 30 min; active compounds read low | activity change, negative = inhibition, % at 57.5 µM | 0.59% of 350,000 active | AID 1259400;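 active means activity change of -60% or lower, but not beyond a set lower limit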; further: on the % scale 0 is the no-effect control and ±100 the full control effect
D1 agonist – activates the human D1 dopamine receptor; AID 504660; P21728; HEK293 T-REx D1 cells, calcium flux, agonist mode; activation, % at 2 µM; 1% of 360,000 active; in the data active means activation above about 30%; further: 0% is about no effect
Target sequence (P21728 whole entry, looked up): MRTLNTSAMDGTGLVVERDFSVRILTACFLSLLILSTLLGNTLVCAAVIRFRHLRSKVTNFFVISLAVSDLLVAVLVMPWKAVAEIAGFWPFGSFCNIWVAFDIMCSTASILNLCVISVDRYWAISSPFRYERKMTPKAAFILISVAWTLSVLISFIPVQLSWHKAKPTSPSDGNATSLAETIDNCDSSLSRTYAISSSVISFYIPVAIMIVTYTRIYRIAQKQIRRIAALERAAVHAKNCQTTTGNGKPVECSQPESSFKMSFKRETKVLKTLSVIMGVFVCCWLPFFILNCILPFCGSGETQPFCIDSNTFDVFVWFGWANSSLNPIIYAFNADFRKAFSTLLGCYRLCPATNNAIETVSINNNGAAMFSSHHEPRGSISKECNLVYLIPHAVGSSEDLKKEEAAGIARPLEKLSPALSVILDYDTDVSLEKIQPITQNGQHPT
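Agonism was scored from calcium flux recorded over 180 s (1 read/s) after pintool compound addition, following a 10-cycle baseline. Cells were inducible force-coupled HEK293 TREx D1, plated overnight at 30 C and loaded with no-wash calcium dye.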
D1 PAM – enhances dopamine response at the human D1 receptor; HEK293 TREx D1 cells, calcium flux, dopamine EC20 potentiation; P21728; potentiation, % at 10 µM; 0.036% of 360,000 active; in the data active means potentiation above about 30%; further: 0% is about no effect
D1 antag – human D1 dopamine receptor antagonism | P21728 | HEK293 TREx D1 cells, calcium flux, dopamine EC80; active compounds read low | activity change, negative = inhibition, % at 10 µM | 3.2% of 360,000 active | AID 504652; in the data active means activity change below about -30%; further: on the % scale 0 is the no-effect control and ±100 the full control effect
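After overnight tetracycline induction at 30 C, force-coupled D1 HEK293 cells took up a no-wash calcium dye at room temperature. Compounds were added and monitored 180 s, and the response to EC80 dopamine was then recorded.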
RXFP1 agonist – RXFP1 (human) receptor agonism | HEK293T-RXFP1 cAMP TR-FRET, 30 min; response scale: percent of porcine relaxin response, buffer zero | Q9HBX9 | Potency, µM (top dose mostly 57.5 µM), inactives show top-dose activation, usual class: activators | 0.3% of 370,000 active; active means well fitted activation curve with a large enough effect; further: potency means the concentration at half of the fitted maximal effect; on the % scale 0 is the no-effect control and ±100 the full control effect; nearly all actives have a fitted effect of over 60% in size; many of its hits are not listed in these tables
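HEK293 cells stably expressing RXFP1, treated 30 min at 37C with compounds plus PDE4 inhibitor Ro 20174; cAMP measured by HTRF TR-FRET. Normalized to buffer and 29 nM porcine relaxin; EC50 by Hill fit.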
D2 antagonist – antagonizes the human D2 dopamine receptor. 2% of 340,000 active. inhibition, % at 10 µM. P14416. HEK293 TREx D2 cells, calcium flux, dopamine EC80; in the data active means inhibition above about 30%; further: 0% is about no effect
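Measurement of antagonist activity uses fluorescent calcium dye in inducible HEK293 T-REx D2 cells: 10 s baseline, compound addition with 180 s read, EC80 dopamine addition with a further 180 s read.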
TRHR PAM – allosteric enhancers of human TRH receptor | P34981 | TRHR cells, fluo-8 calcium fluorescence, EC20 TRH enhancement | enhancement, % at 2 µM | 0.66% of 360,000 active | AID 493056; in the data active means enhancement above about 30%; further: 0% is about no effect
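Enhancer read-out: after compound pinning and an initial kinetic agonist-mode read, an EC20 of TRH (10 nM final) was injected and fluo-8 calcium signal (Ex 480/Em 530) followed at 1 s/cycle for 100 cycles in TRHR-expressing cells.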
D2 PAM – positive allosteric modulators of human D2 dopamine receptor; 0.34% of 340,000 active; AID 485347; P14416; HEK293 T-REx D2, calcium flux, EC20 dopamine potentiation; potentiation, % at 10 µM;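 active means potentiation over 3 SD above the plate norm, cut at about 30% in these data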; further: 0% is about no effect
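Using a no-wash calcium dye in inducible, force-coupled HEK293 Trex cells expressing D2, we tracked fluorescence each second for 180 s after compound, then for 180 s after EC20 dopamine to detect augmented signalling.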
* hit, by the source's call; x = no result given; & = joins results of further samples.

SMILES | D2 ag | RXFP1 antag | D1 agonist | D1 PAM | D1 antag | RXFP1 agonist | D2 antagonist | TRHR PAM | D2 PAM
COc1ccc(/C=C/c2cccc[n+]2C)c(O)c1 | 0.9 | -5 | 5 | 3 | 5 | -3.8% | 1 | 1 | -3
CCc1cc(=O)[nH]c(SCC(=O)NCc2ccc3c(c2)OCO3)n1 | 0.6 | -3 | 0 | -1 | -17 | -0.4% | -9 | 8 | 1
COc1ccc(O[C@H]2C=C[C@@H](c3ccccc3)O[C@@H]2CO/N=C(\C)CCC(=O)OC[C@H]2O[C@H](c3ccccc3)C=C[C@@H]2Oc2ccc(OC)cc2)cc1 | 2.3 | x | 12 | -5 | -13 | -0.5% | 0 | -1 | 2
Cc1ccc(NC(=O)Nc2nnc(SCC(=O)N3CCCCC3)s2)cc1 | 0.6 | -11 | 7 | -4 | x | 0.3% | x | -2 | -5
CCc1ccc(OCC(=O)N/N=C2\CC(=O)c3ccccc32)cc1 | -1.1 | x | 0 | -6 | 8 | 0.3% | -14 | -6 | -4
O=Cc1ccccc1OCc1ccc2c(c1)OCO2 | -1.7 | -3 | 4 | 1 | -2 | -3.0% | -4 | 3 | 5
COc1ccc(N(C)S(=O)(=O)c2ccc3c(c2)NC(=O)CC(=O)N3)c(OC)c1 | 0.0 | 1 | 7 | 13 | -4 | 1.3% | -14 | 1 | 8
Cc1ccc(C(=O)OC(C(=O)O)C(OC(=O)c2ccc(C)cc2)C(=O)O)cc1 (stereo not given) | 0.4 | 2 | 3 | 3 | 2 | -0.7% | -3 | 0 | 4
COc1ccccc1N1CCN(C(=O)Cn2ncc3c([nH]c4ccccc43)c2=O)CC1 | 0.1 | -1&3 | -1&1 | -4&-2 | 11&-24 | 7.3%&15% | -17 | -3&3 | -8&5
Cn1c(SCC(=O)N2CCCCC2)nc2c([nH]c3ccccc32)c1=O | 2.3 | x | 0 | -3 | 5 | 0.2% | -9 | -5 | -6
Cc1ccn(CCC(=O)N2CCc3ccccc32)n1 | -0.2 | 4 | 1 | 4 | -11 | 0.0% | 0 | -1 | 8
CN(C)c1ccc(CC2C(=O)Nc3ccccc32)cc1 (stereo not given) | 1.3 | -13 | 5 | -1 | -13 | -0.6% | 3 | 6 | 11
COc1cc(/C=C/C(O)=C/C(=O)/C=C/c2ccc(O)cc2)ccc1O | 48* | x | 351* | -5 | -21 | 2.9% | -12 | 3 | -12
O=C(Nc1ccccc1Cl)C(=O)c1cn(CC(=O)N2CCOCC2)c2ccccc12 | 1.1 | 8 | 0 | 1 | 10 | -2.1% | -16 | 4 | 5
O=C(NCc1cccc(F)c1)c1ccc(N2C(=O)Cn3c(cc4sccc43)C2=O)cc1 | 0.6 | 14 | 3 | -7 | 0 | 6.0% | -6 | 18 | -25
CCOC(=O)c1nn(-c2ccc(Cl)cc2)c(C)cc1=O | 0.0 | 1 | 0 | -4 | -2 | -0.7% | -21 | 4 | 26
O=C(O)c1ccc(CSc2ccccn2)cc1 | -0.1 | -13 | 1 | -7 | -2 | 0.2% | 3 | -8 | 11
O=C(NCCCNC(=O)c1ccccn1)c1ccc(F)cc1 | -0.1 | 1 | 4 | -1 | -9 | -1.0% | 6 | 7 | 10
C/C(CC(=O)Nc1cccc2c1CCCC2)=N\NC(=O)c1ccccc1N | 0.0 | -5 | 9 | 0 | 23 | 2.4% | -9 | 3 | 19
CSc1nc2cc(C)nn2c(-c2ccccc2Cl)c1C#N | -0.6 | x | 0 | 6 | 4 | 2.0% | 12 | 2 | 4
CC(=O)Nc1nc(COc2ccc3ccccc3c2)cs1 | x | -2 | 25 | -8 | -29 | -1.9% | x | -2 | x
COc1ccc(N(CC(=O)Nc2ccc(C)cn2)S(=O)(=O)c2c(C)noc2C)cc1 | 0.3 | -8 | 0 | -4 | -80* | 2.6% | 12 | 7 | 6
CCN1CCN(C(=S)NC(=O)c2cccs2)CC1 | 24 | -6 | 8 | x | 6 | -0.1% | 3 | -4 | -8
OCC1(CCOc2ccccc2)CCN(Cc2cn[nH]c2-c2ccccc2)CC1 | -1.1 | -8 | 7 | -4 | -2 | 0.2% | -13 | 5 | -12
COc1ccc(Cl)cc1NC(=O)CCC(=O)c1ccc(C)cc1 | 0.4 | -10 | 7 | -6 | 1 | 2.7% | x | 1 | -13

Compounds above that have four or more nitrogen atoms, in the order listed:
SMILES | D2 ag | RXFP1 antag | D1 agonist | D1 PAM | D1 antag | RXFP1 agonist | D2 antagonist | TRHR PAM | D2 PAM
Cc1ccc(NC(=O)Nc2nnc(SCC(=O)N3CCCCC3)s2)cc1 | 0.6 | -11 | 7 | -4 | x | 0.3% | x | -2 | -5
COc1ccccc1N1CCN(C(=O)Cn2ncc3c([nH]c4ccccc43)c2=O)CC1 | 0.1 | -1&3 | -1&1 | -4&-2 | 11&-24 | 7.3%&15% | -17 | -3&3 | -8&5
Cn1c(SCC(=O)N2CCCCC2)nc2c([nH]c3ccccc32)c1=O | 2.3 | x | 0 | -3 | 5 | 0.2% | -9 | -5 | -6
C/C(CC(=O)Nc1cccc2c1CCCC2)=N\NC(=O)c1ccccc1N | 0.0 | -5 | 9 | 0 | 23 | 2.4% | -9 | 3 | 19
CSc1nc2cc(C)nn2c(-c2ccccc2Cl)c1C#N | -0.6 | x | 0 | 6 | 4 | 2.0% | 12 | 2 | 4
COc1ccc(N(CC(=O)Nc2ccc(C)cn2)S(=O)(=O)c2c(C)noc2C)cc1 | 0.3 | -8 | 0 | -4 | -80* | 2.6% | 12 | 7 | 6

Later entries:
SMILES | D2 ag | RXFP1 antag | D1 agonist | D1 PAM | D1 antag | RXFP1 agonist | D2 antagonist | TRHR PAM | D2 PAM
Cc1ccc(S(=O)(=O)CCC(=O)OCC(=O)N2CCN(c3ccccc3)CC2)cc1 | -0.5 | -22 | 4 | -8 | -11 | -0.3% | -23 | 9 | -2
Cc1ccc(N2C(=O)C3C4C=CC(CNC(=S)Nc5ccc(Cl)cc5)(O4)C3C2=O)cc1 (stereo not given) | 0.1 | x | 13 | -10 | -31* | 2.8% | 2 | -4 | 6
CCN(CC)CCCN(C(=O)c1ccc(F)cc1)c1nc(-c2ccc(OC)cc2)cs1 | -0.8 | -11 | 27 | -9 | -5 | -0.4% | -4 | 5 | -6
CCC(C)NC(=O)c1c(N)n(/N=C/c2ccccn2)c2nc3ccccc3nc12 (stereo not given) | 0.2 | 27 | 1 | -3 | -7 | 0.5% | -7 | 21 | 16
CCN(CC)S(=O)(=O)c1cccc2cc(C(=O)O)c(O)cc12 | -0.2 | 4 | 1 | 0 | -1 | 12% | 9 | 3 | -5
CCOC(=O)Cc1csc(NC(=O)COc2ccc(N(C)S(=O)(=O)c3cccs3)cc2)n1 | -0.6 | -14 | 10 | -7 | -7 | 2.7% | 4 | -4 | 14
COc1ccc(CCNC(=O)c2noc(C(C)C)c2[N+](=O)[O-])cc1OC | -0.1 | -5 | 3 | -4 | 1 | 0.5% | 4 | 3 | -4
Cc1ccc(-n2c(C)cc(C(=O)CN3CCOCC3)c2C)cc1 | 0.5 | -3 | 1 | 6 | 2 | -0.2% | 0 | -3 | 1
O=C(Nc1cnc2sc3c(n2c1=O)CCCC3)c1ccc(F)cc1 | -1.2 | -4 | 3 | 0 | 16 | 6.7% | 14 | 0 | -3
Cc1cc(S(=O)(=O)N2CCCC2)ccc1OCC(=O)N1CCCCC1 | -0.4 | 0 | 5 | -5 | 1 | 0.6% | -5 | -7 | 0
O=C(NCCCc1ccccn1)C1CCC(=O)N(Cc2cccc(F)c2)C1 (stereo not given) | 0.2 | 10 | 3 | 3 | -1 | 3.2% | 5 | -4 | 7
Cc1ccccc1CN1CCN(Cc2ccccc2C(F)(F)F)CC1 | 1.2 | -9 | 1 | 4 | 2 | 1.4% | 4 | 3 | -14
CCCCn1c(SCC(N)=O)nc2c(sc3ccccc32)c1=O | 0.0 | -5 | 0 | 2 | 9 | -1.8% | 0 | -3 | 11
Cc1nc2nc(SCc3ccccc3)[nH]n2c(=O)c1CCC(C)C | 0.5 | 11 | -2 | -3 | 3 | -0.2% | 9 | 0 | -2
COCCNC(=O)CN(Cc1cccs1)C(=O)CCC(=O)Nc1nccs1 | 0.3 | -2 | 1 | -3 | 4 | 1.7% | 2 | 3 | -12
CN(C)c1ccc(C(=O)OCC(=O)N2CCCC2)cc1 | -2.7 | -4 | 2 | -3 | -3 | -1.0% | -10 | 4 | 14
Cc1cccc(NC(NC(=O)c2ccccn2)C(Cl)(Cl)Cl)c1 (stereo not given) | -0.5 | 7 | 6 | 6 | 1 | -3.5% | 16 | -2 | -2
Cc1c(C#N)sc2nc(-c3ccccc3)nc(N3CCCC3)c12 | -0.7 | -6 | 4 | 2 | 11 | -0.9% | -11 | 2 | 14
CC1(C)CC(CCNC(=O)CCl)(c2ccccc2)CCO1 (stereo not given) | 0.6 | 5 | 0 | -1 | -26 | 0.0% | 14 | -18 | 9
COc1cccc(CNC(=O)C2CCCN(S(=O)(=O)c3c(C)noc3/C=C/N(C)C)C2)c1 (stereo not given) | 0.6 | -4 | 1 | -2 | 5 | -2.2% | 1 | -5 | -2
CC(C)(C)C(=O)Cn1ncc(NC2CC2)c(Br)c1=O | 0.6 | -3 | 2 | -1 | 3 | 2.3% | -9 | -1 | -9
O=C(CCC1CCCC1)NNC(=O)c1ccc(F)cc1 | -0.5 | -9 | 4 | 8 | 10 | 0.3% | -5 | 1 | 1
CC(C)(C)NC(=O)COc1ccc(CNCc2cccnc2)cc1 | 5.8 | -6 | 3 | -3 | -6 | 3.4% | 8 | -11 | 1
CCn1c(SCc2nc(CC(=O)Nc3ccccc3OC)no2)nnc1-c1cccs1 | 0.1 | 1 | 0 | 0 | 6 | 3.2% | 1 | -2 | -3
Cc1oc(-c2ccc(C(=O)NCc3cccc(F)c3)cc2)nc1COc1ccccc1 | 2.6 | -9 | 16 | -2 | 3 | 6.3% | x | 0 | 1

Later entries
SMILES | D2 ag | RXFP1 antag | D1 agonist | D1 PAM | D1 antag | RXFP1 agonist | D2 antagonist | TRHR PAM | D2 PAM
O=C(Cc1c(F)cccc1Cl)Nc1ccncc1 | 0.6 | -2 | 0 | -2 | -8 | -0.3% | 2 | -1 | -2
CCOc1ccccc1NC(=O)C(NCC1CCCCC1)c1ccccc1 (stereo not given) | 0.2 | -30 | 2 | 8 | 27 | 5.0% | -1 | 1 | 3
CSc1cccc(NC(=O)Nc2ccc(Cl)cc2)c1 | 3.7 | -13 | 13 | -9 | -33* | -0.3% | 5 | -1 | 0
CC1CCN(S(=O)(=O)c2cccc(C(=O)N(Cc3ccccc3)c3ccccn3)c2)CC1 | 1.2 | 10 | 2 | 4 | 0 | 4.0% | 7 | -12 | 12
CN(Cc1ccc(F)cc1)C(=O)c1cccc(S(=O)(=O)NCc2ccccc2)c1 | 0.0 | -9 | 10 | -8 | -13 | -0.6% | 22 | 7 | -6
CC1(C)Cc2c(cnn2-c2cccc(F)c2)C(NC(=O)CCc2cnccn2)C1 (stereo not given) | 1.8 | -1 | 2 | -5 | 5 | 4.6% | -24 | 18 | -8
O=C(Nc1ccccc1N1CCCCC1)C1=COCCO1 | -0.3 | 0 | 13 | x | 0 | 1.7% | 10 | 1 | 9

This is a subset; the hit share may differ from the screen's.
